High-throughput results: PubChem, National Center for Advancing Translational Sciences (NCATS)
TDP1 cell noCPT – qHTS for Inhibitors of human tyrosyl-DNA phosphodiesterase 1 (TDP1): qHTS in cells in absence of CPT; DT40 Tdp1-/- hTDP1 cells, no CPT, ATP luminescence, 48 h; Potency, µM (top dose mostly 46.2 µM), for inactives: at the highest dose activity change, negative = growth inhibition, most hits filed as inhibitors; hit rate 15% among 420,000; AID 686978, 2013; further: nearly all actives have a fitted effect of over 55% in size
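Chicken DT40 Tdp1-/- cells stably complemented with human TDP1 were seeded at 400 cells/well with DMSO in place of 20 nM camptothecin. After compound pinning, cells grew at least 48 hr at 37 °C; viability read by CellTiter-Glo luminescence.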
DT40 TDP1 CPT – DT40-hTDP1 cell growth loss with CPT. chicken DT40 Tdp1-/-;hTDP1 cells + 20 nM CPT, ATP luminescence, 48 h. Potency, µM (titrated, usually from 46.2 µM), inactives show at the top dose activity change, negative = growth inhibition, hits mostly inhibitors. hit rate 12% among 420,000. AID 686979; further: nearly all actives have a fitted effect of over 55% in size
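Cell growth measured by CellTiter-Glo luminescence after a minimum 48 h, 37 C compound exposure with 20 nM CPT in Tdp1-knockout DT40 cells stably expressing hTDP1, seeded 400/well; qHTS titration format.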
TDP1 inh – inhibitors of human tyrosyl-DNA phosphodiesterase TDP1; recombinant TDP1, AlphaScreen DNA substrate cleavage; hit rate 0.28% among 350,000; Potency, µM (doses to about 130 µM), inactives show top-dose activity change, negative = inhibition, actives largely listed as inhibitors; Q9NUW8; further: nearly all actives have a fitted effect of over 40% in size
Target sequence (Q9NUW8 whole entry, looked up): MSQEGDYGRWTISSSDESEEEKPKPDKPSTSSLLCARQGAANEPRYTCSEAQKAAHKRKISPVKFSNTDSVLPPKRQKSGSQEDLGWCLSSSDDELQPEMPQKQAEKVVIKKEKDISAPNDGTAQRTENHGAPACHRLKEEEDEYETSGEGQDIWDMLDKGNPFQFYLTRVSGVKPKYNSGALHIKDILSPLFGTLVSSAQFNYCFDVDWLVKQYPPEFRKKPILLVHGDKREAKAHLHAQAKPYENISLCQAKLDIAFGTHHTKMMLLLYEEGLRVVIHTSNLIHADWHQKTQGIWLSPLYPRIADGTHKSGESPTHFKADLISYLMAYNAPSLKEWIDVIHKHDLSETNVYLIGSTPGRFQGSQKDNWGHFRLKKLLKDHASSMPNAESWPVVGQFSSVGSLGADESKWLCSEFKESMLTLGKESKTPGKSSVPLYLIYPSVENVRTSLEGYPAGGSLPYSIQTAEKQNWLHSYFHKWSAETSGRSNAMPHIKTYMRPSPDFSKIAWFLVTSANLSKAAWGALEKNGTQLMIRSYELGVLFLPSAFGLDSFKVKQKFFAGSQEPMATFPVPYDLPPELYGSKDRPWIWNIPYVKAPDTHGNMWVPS
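E. coli-derived human Tdp1, 1 nM final. Cpd preinc 15 min RT; substrate 15 nM final, 5 min RT; AS bead mix 10 ug/ml final, 10 min RT. Signal loss = tyrosine-FITC cleavage. No-enzyme wells = max signal.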
The depositor's hits bear a star; & = joins results of further samples; ! = not active in a repeat; [ ] = another dose, or the depositor's remark. The call rests on the fitted dose curve; in most records, active means well fitted curve in the direction sought with a large enough effect; inconclusive means small, poorly fitted or top-dose-only effect, or another doubt; inactive means no such curve, though single readings can be large; an effect the other way counts as inactive or inconclusive. On the % scale 0 is the no-effect control and ±100 the full control effect; potency means the concentration at half of the fitted maximal effect. Outcome played no part in choosing rows; any-hit rate near 18%.

COc1ccc(OC)c2sc(N(Cc3cccnc3)C(C)=O)nc12 was read as TDP1 cell noCPT 1%, DT40 TDP1 CPT -3% and TDP1 inh 5%.
CCCc1nc2c(C)cc(Br)cn2c1Cc1ccsc1 was read as TDP1 cell noCPT 23µM* and DT40 TDP1 CPT inconclusive.
`COc1cc(C(=O)NCC(=O)N/N=C/c2ccc(-c3ccc([N+](=O)[O-])cc3)o2)cc(OC)c1OC` gave TDP1 cell noCPT 21µM*, DT40 TDP1 CPT inconclusive and TDP1 inh 11%.
For CC/C(=N/Nc1ccccc1Cl)c1cnnc(-c2ccccc2)n1 the results were TDP1 cell noCPT inconclusive, DT40 TDP1 CPT inconclusive and TDP1 inh 5%.
Screening CC(=O)c1ccc(S(=O)(=O)N2CCN(C(=O)c3ccc(-n4nc(C)c(Cl)c4C)cc3)CC2)cc1 returned TDP1 cell noCPT 13µM*, DT40 TDP1 CPT 16µM* and TDP1 inh 3%.
`Cn1nc(-c2ccccc2)cc1NC(=O)c1ccccc1` gave TDP1 cell noCPT -23% and DT40 TDP1 CPT 5%.
CCc1cc(=O)oc2cc(C)cc(OC(C)C(=O)O)c12 (configuration not stated) was read as TDP1 cell noCPT 7%, DT40 TDP1 CPT 2% and TDP1 inh 4%.
For Cc1cccc(Nc2nc(-c3ccccn3)cs2)n1 the results were TDP1 cell noCPT 6.5µM*, DT40 TDP1 CPT 5.2µM* and TDP1 inh 12%.
Screening CC(=O)c1ccc2noc(-c3cccc(C)c3)c2c1 returned TDP1 cell noCPT -1%, DT40 TDP1 CPT -4% and TDP1 inh 12%.
For CCCCN1C(=O)C(CC(=O)NCc2cccc3ccccc23)CC(C(=O)N(CC)CC)=C1C (configuration not stated) the results were TDP1 cell noCPT inconclusive and DT40 TDP1 CPT inconclusive.
Cc1ccc(S(=O)(=O)NC(=O)Nc2c(C)n(C)n(-c3ccccc3)c2=O)cc1 was read as TDP1 cell noCPT -4%, DT40 TDP1 CPT 4% and TDP1 inh 2%.
For CCCOc1ccccc1/C=C(\C#N)C(=O)Nc1cccc(C)n1 the results were TDP1 cell noCPT -15% and DT40 TDP1 CPT -5%.
For CCOC(=O)c1ccc(NC(=O)N2CCN(c3cccc(OC)c3)CC2)cc1 the results were TDP1 cell noCPT 18µM*, DT40 TDP1 CPT inconclusive and TDP1 inh 0%.
`CSCC[C@H](NS(=O)(=O)c1ccc(C)cc1)C(=O)N1CCC(C(=O)N[C@@H](Cc2ccc(O)cc2)C(=O)O)CC1` gave TDP1 cell noCPT 2% and DT40 TDP1 CPT -5%.
COc1ccc(-c2cn3cc(C)ccc3n2)cc1F was read as TDP1 cell noCPT inconclusive, DT40 TDP1 CPT inconclusive and TDP1 inh -2%.

2 entries drawn at random from those above:
Cc1ccc(S(=O)(=O)NC(=O)Nc2c(C)n(C)n(-c3ccccc3)c2=O)cc1 was read as TDP1 cell noCPT -4%, DT40 TDP1 CPT 4% and TDP1 inh 2%.
For CCOC(=O)c1ccc(NC(=O)N2CCN(c3cccc(OC)c3)CC2)cc1 the results were TDP1 cell noCPT 18µM*, DT40 TDP1 CPT inconclusive and TDP1 inh 0%.

The list continues:
Screening COCCNC(=O)c1csc(Nc2cccc3ccccc23)n1 returned TDP1 cell noCPT -29%, DT40 TDP1 CPT -12% and TDP1 inh 1%.
`CC(C)CCOC(=O)C(C)Sc1n[nH]c(=O)[nH]c1=O` (configuration not stated) gave TDP1 cell noCPT -14% and DT40 TDP1 CPT 13%.
Cc1cc(-c2ccc(Cl)cc2)c(C#N)c(N)n1 was read as TDP1 cell noCPT -7%, DT40 TDP1 CPT 5% and TDP1 inh -1%.
Screening CCOc1ccc(CN2CCc3nc(N4CCN(c5ccccc5OC)CC4)ncc3C2)cc1OC returned TDP1 cell noCPT 10µM*, DT40 TDP1 CPT 9.2µM* and TDP1 inh 9%.
`O=C(Cc1cc(=O)[nH][nH]1)N/N=C/C=C/c1ccccc1` gave TDP1 cell noCPT 29µM*, DT40 TDP1 CPT inconclusive and TDP1 inh 14%&12%.
`Clc1cccc(-c2csc(-c3nc(-c4ccc(Br)s4)cs3)n2)c1` gave TDP1 cell noCPT -2%, DT40 TDP1 CPT -1% and TDP1 inh 1%.
`Cc1nc2ccc(N=NC3=C(O)CCCC3=O)cc2s1` gave TDP1 cell noCPT -2%, DT40 TDP1 CPT 11% and TDP1 inh -5%.
Screening c1ccc(CN2CCN(c3nc(NCc4ccco4)c4ccccc4n3)CC2)cc1 returned TDP1 cell noCPT 23µM*, DT40 TDP1 CPT inconclusive and TDP1 inh 4%.
For Cc1nn(C)c2ncc(C(N)=O)c(Oc3cccnc3)c12 the results were TDP1 cell noCPT -23%, DT40 TDP1 CPT 3% and TDP1 inh 6%.
Screening Cc1cc(C)c2c(=O)[nH]n(C3CCOC(C)(C)C3)c2n1 (configuration not stated) returned TDP1 cell noCPT -15%, DT40 TDP1 CPT -1% and TDP1 inh 0%.
Screening CCOC(=O)C1CCN(C(=O)c2ccc3c(=O)n4nc(Nc5ccccc5OC)sc4nc3c2)CC1 returned TDP1 cell noCPT 21µM* and DT40 TDP1 CPT 26µM*.
Screening COc1cccc(Cn2c(=S)[nH]c3ccc(N4CCOCC4)cc3c2=O)c1 returned TDP1 cell noCPT -10%, DT40 TDP1 CPT -15% and TDP1 inh 9%.
For CCNC(=S)N1CCc2ccccc2C1 the results were TDP1 cell noCPT -14%, DT40 TDP1 CPT 1% and TDP1 inh -5%.
CCOC(=O)C1=C(C)N(C)C(=O)NC1c1cccc(O)c1 (configuration not stated) was read as TDP1 cell noCPT -24%, DT40 TDP1 CPT -26% and TDP1 inh 8%.
Cc1cc2ncn(CCOc3ccccc3)c2cc1C was read as TDP1 cell noCPT inconclusive, DT40 TDP1 CPT inconclusive and TDP1 inh 5%.

No new results follow: entries from further up.
CCOC(=O)C1=C(C)N(C)C(=O)NC1c1cccc(O)c1 (configuration not stated) was read as TDP1 cell noCPT -24%, DT40 TDP1 CPT -26% and TDP1 inh 8%.
Cc1cc2ncn(CCOc3ccccc3)c2cc1C was read as TDP1 cell noCPT inconclusive, DT40 TDP1 CPT inconclusive and TDP1 inh 5%.

Additional compounds follow:
Screening O=C(CSc1nnc(-c2cccnc2)o1)NNC(=O)c1ccc(Br)cc1 returned TDP1 cell noCPT 22% and DT40 TDP1 CPT 4%.
`CC1Cc2cc(/C(O)=C3/C(=O)C(=O)N(CCN4CCOCC4)C3c3ccc([N+](=O)[O-])cc3)ccc2O1` (configuration not stated) gave TDP1 cell noCPT 17%, DT40 TDP1 CPT 4% and TDP1 inh 4%.
`O=C1C2C3C=CC(C3)C2C(=O)N1c1ccc(Cc2ccncc2)cc1` (configuration not stated) gave TDP1 cell noCPT 13µM*, DT40 TDP1 CPT inconclusive and TDP1 inh 1%.
For Nc1cc(OCc2ccccc2)ccc1OCc1ccccc1 the results were TDP1 cell noCPT -20% and DT40 TDP1 CPT inconclusive.
Screening COc1ccc(-c2nc3cc(C)c(Br)c(C)n3c2CC2CCCCC2)cc1OC returned TDP1 cell noCPT inconclusive and DT40 TDP1 CPT 2%.
Screening CCCOc1ccc(C(=O)NNC(=O)CCNC(=O)c2ccccc2Cl)cc1OC returned TDP1 cell noCPT 5% and DT40 TDP1 CPT -6%.
`Cc1ccccc1-c1cccc([C@@H]2C[C@H]3[C@H](CON3C)CN2S(=O)(=O)c2ccccc2C)c1` gave TDP1 cell noCPT 21µM* and DT40 TDP1 CPT inconclusive.
For CN(CC(=O)NCCc1ccc(S(N)(=O)=O)cc1)CC(=O)Nc1ccc(F)c(F)c1F the results were TDP1 cell noCPT -17%, DT40 TDP1 CPT -3% and TDP1 inh -1%.
For CC(C)=CCC/C(C)=C/CC/C(C)=C/CC/C(C)=C/CC1=C(C)C(=O)c2ccccc2C1=O the results were TDP1 cell noCPT 24µM*, DT40 TDP1 CPT 27µM*! and TDP1 inh 6%.
Screening Cc1cccc(NC(=O)CCS(=O)(=O)c2ccc3c(c2)NC(=O)CS3)n1 returned TDP1 cell noCPT inconclusive, DT40 TDP1 CPT inconclusive and TDP1 inh 3%.
`COc1ccc(C(CNC(=O)C(CCSC)NC(=O)c2ccccc2Cl)N2CCOCC2)cc1` (configuration not stated) gave TDP1 cell noCPT 0%, DT40 TDP1 CPT -17% and TDP1 inh -4%.
`CN(/C(=N\S(=O)(=O)c1ccccc1)c1ccccc1)c1ccc(O)cc1` gave TDP1 cell noCPT inconclusive, DT40 TDP1 CPT inconclusive and TDP1 inh 5%.
For CCCOc1ccc(N2C(=O)CC(N3CCC(C(=O)OCC)CC3)C2=O)cc1 (configuration not stated) the results were TDP1 cell noCPT -19%, DT40 TDP1 CPT inconclusive and TDP1 inh -2%.
For Cc1c(C(=O)NCC2(N3CCCCC3)CCCC2)cnn1-c1nccc(-c2ccccc2F)n1 the results were TDP1 cell noCPT -7% and DT40 TDP1 CPT 0%[9.04 µM].
`CCc1ccc(-c2ccc(SCC(=O)NCC3CCCO3)nn2)cc1` (configuration not stated) gave TDP1 cell noCPT -11%, DT40 TDP1 CPT 20% and TDP1 inh 1%.
For CCc1c(C)nc2ncnn2c1N1CCC(C(=O)Nc2ccc(C)cc2)CC1 the results were TDP1 cell noCPT 15µM*, DT40 TDP1 CPT 21µM* and TDP1 inh 3%.
COc1ccccc1-c1ccnc2c(-c3ccc(Br)cc3)c(C)nn12 was read as TDP1 cell noCPT -23%, DT40 TDP1 CPT -18% and TDP1 inh -1%.
Screening C#CCOC(=O)C[N+](C)(C)C/C=C/c1ccccc1 returned TDP1 cell noCPT -21%, DT40 TDP1 CPT 8% and TDP1 inh 1%.
For CC(=O)c1ccc(NC(=O)CN(C)S(=O)(=O)c2cc3c(cc2C)NC(=O)CO3)cc1 the results were TDP1 cell noCPT inconclusive, DT40 TDP1 CPT -15% and TDP1 inh 1%.
`O=C(Cn1ncc2c3ccccc3n(Cc3ccc(F)cc3)c2c1=O)NC1CCCCCC1` gave TDP1 cell noCPT inconclusive, DT40 TDP1 CPT inconclusive and TDP1 inh 0%.
`C=C(C)C(=O)Nc1cccc(C2=NOC3(C2)C[C@H](C(N)=O)N(C(=O)/C=C/C)C3)c1` (some centres not stated) gave TDP1 cell noCPT 0% and DT40 TDP1 CPT -3%.
CCOC(=O)N1CCN(C(=O)COC(=O)c2cccc(C)c2[N+](=O)[O-])CC1 was read as TDP1 cell noCPT 25%, DT40 TDP1 CPT -5% and TDP1 inh 0%.
For COc1ccccc1N1CCN(CC(O)c2c(C)[nH]c3ccccc23)CC1 (configuration not stated) the results were TDP1 cell noCPT 16µM* and DT40 TDP1 CPT inconclusive.
`CCOC(=O)c1c(NC(=O)COc2cccc3c2CCN(C)C3=O)sc2c1CCC2` gave TDP1 cell noCPT 9.2µM*, DT40 TDP1 CPT 13µM* and TDP1 inh 1%.
Screening O=C(c1nc2nc(-c3cccs3)cc(C(F)(F)F)n2n1)N1CCN(Cc2ccccc2)CC1 returned TDP1 cell noCPT inconclusive, DT40 TDP1 CPT inconclusive and TDP1 inh 1%.
`COc1ccc2[nH]c3c(NCCN(C(C)C)C(C)C)ncnc3c2c1` gave TDP1 cell noCPT 18µM*, DT40 TDP1 CPT 16µM* and TDP1 inh 5%.
`COc1cccc(N2CC(C(=O)Nc3nnc(SCC(=O)N4CCOCC4)s3)CC2=O)c1` (configuration not stated) gave TDP1 cell noCPT -3%, DT40 TDP1 CPT 12% and TDP1 inh 6%.
Cc1cc(NC(=O)COC(=O)c2ccc(NS(=O)(=O)c3ccc(C)c(C)c3)cc2)no1 was read as TDP1 cell noCPT inconclusive, DT40 TDP1 CPT -16% and TDP1 inh 8%.
O=C(NCCN1CCN(c2cccc(Cl)c2)CC1)Nc1ccccc1C(F)(F)F was read as TDP1 cell noCPT 18µM*, DT40 TDP1 CPT inconclusive and TDP1 inh 0%.
COc1ccc(C2OCC(C)(C)CO2)cc1OC was read as TDP1 cell noCPT 9% and DT40 TDP1 CPT 6%.
Screening CC1(C(=O)OCC(=O)Nc2ccccc2Cl)CC1(Cl)Cl (configuration not stated) returned TDP1 cell noCPT 5%, DT40 TDP1 CPT 39%[activator] and TDP1 inh 0%.

Of the compounds above, 3 contain a nitro group on carbon.
`COc1cc(C(=O)NCC(=O)N/N=C/c2ccc(-c3ccc([N+](=O)[O-])cc3)o2)cc(OC)c1OC` gave TDP1 cell noCPT 21µM*, DT40 TDP1 CPT inconclusive and TDP1 inh 11%.
`CC1Cc2cc(/C(O)=C3/C(=O)C(=O)N(CCN4CCOCC4)C3c3ccc([N+](=O)[O-])cc3)ccc2O1` (configuration not stated) gave TDP1 cell noCPT 17%, DT40 TDP1 CPT 4% and TDP1 inh 4%.
CCOC(=O)N1CCN(C(=O)COC(=O)c2cccc(C)c2[N+](=O)[O-])CC1 was read as TDP1 cell noCPT 25%, DT40 TDP1 CPT -5% and TDP1 inh 0%.
